Screening results (PubChem BioAssay)
HTR2A ag: mouse Htr2a agonists via beta-arrestin recruitment, primary screen, cell-based, luminescence; 5-hydroxytryptamine receptor 2A (Mus musculus), P35363; CHO-K1 mHTR2A beta-arrestin complementation; percent of 30 µM serotonin response; activation, % at 7.6 µM; 360,000 tested, 0.66% active; AID 624169, 2012;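 active means activation above a run cutoff, the mean activation of all tested compounds plus 3 SD, cut at about 14% in these data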;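 further: 0% = plate median of compound wells and 100% = 30 µM serotonin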
TRPM1 prom inh: inhibitors of MITF-dependent TRPM1 promoter reporter, primary screen, cell-based, SK-MEL-5, single point, luciferase; inhibition, % at 12.5 µM; SK-MEL-5 TRPM1 promoter luciferase, 24 h; 330,000 tested, 0.83% active;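 active means mean inhibition across replicates of 60% or more, whatever share of single replicates reaches that level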; further: values of inactives mirror those of a sister screen read the other way
H9c2 protect: cardioprotection against H2O2-induced cell death, primary screen, uHTS, H9c2 cells, ATPLite luminescence. protection from H2O2 cell death, % at 20 µM. 360,000 tested, 0.63% active. H9c2 cardiomyocytes, H2O2 injury protection, 2 h;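 active means compounds giving at least 50% protection of heart cells from peroxide-induced death in the single-dose screen, raw or plate-pattern-corrected value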;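 further: 0% = DMSO wells with peroxide and 100% = DMSO wells without peroxide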
hiPSC survival: enhancers of single-cell hiPSC survival, primary screen, ATPlite luminescence. 360,000 tested, 0.044% active. 100% = ROCK inhibitor wells, 0% = DMSO. AID 602274, 2012. survival enhancement, % at 20 µM; in the data active means survival enhancement above about 18%;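 further: cells exposed to compounds for 16 hours before the ATP read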
HIF-2a block: HIF-2a reporter inhibitors, primary screen, luminescence, 786-0 RCC cells; 786-0 RCC cells HIF-2a reporter, luciferase luminescence, overnight; inhibition, % at 18.8 µM; 360,000 tested, 0.72% active; AID 624352, 2012;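 active means inhibition of the luminescence signal of 40% or more relative to plate controls, in a single-dose primary screen at 18.75 µM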
NR2E3 ag-1: NR2E3 agonists in two-hybrid cells, primary screen, cell-based, luminescence, CHO-S, Gal4-NCOR/VP16-NR2E3. luciferase. inhibition of corepressor binding, % at 3.98 µM. AID 602229, 2012. 360,000 tested, 0.35% active;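 active means inhibition above the mean of all tested compounds plus 3 SD, cut at about 70% in these data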;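 further: 0% = DMSO with NR2E3 transfected cells and 100% = cells lacking NR2E3 construct; higher means lower luciferase signal from less NR2E3 corepressor binding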
Target sequence (Q9Y5X4 whole entry, looked up, the tested form may be a part): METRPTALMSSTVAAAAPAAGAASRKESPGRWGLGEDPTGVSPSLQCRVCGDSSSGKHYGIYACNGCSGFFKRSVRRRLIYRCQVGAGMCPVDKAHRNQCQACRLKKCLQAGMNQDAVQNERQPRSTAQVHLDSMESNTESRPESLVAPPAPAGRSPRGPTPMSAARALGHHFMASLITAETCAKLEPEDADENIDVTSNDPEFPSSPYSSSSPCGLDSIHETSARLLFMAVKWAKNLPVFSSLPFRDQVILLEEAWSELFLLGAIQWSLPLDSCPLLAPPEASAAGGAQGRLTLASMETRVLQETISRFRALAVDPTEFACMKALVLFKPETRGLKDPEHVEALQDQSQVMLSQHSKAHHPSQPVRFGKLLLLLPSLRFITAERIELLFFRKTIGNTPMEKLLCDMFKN
Shn3 3UTR inh: reduction of Shn3 3'UTR firefly luciferase signal, primary screen, Schnurri-3 inhibitor project, cell-based, Clone20 osteoblasts, set 2; Clone20 osteoblast Shn3 3'UTR firefly luciferase, 24 h; inhibition, % at 12.5 µM; 360,000 tested, 0.52% active; AID 588674, 2011;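 active means mean inhibition of at least 75% with every replicate also reaching 75%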;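 further: 0% = median of neutral control wells and 100% = pilot-screen positive control compound; some compounds past the cut are filed as inactive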
Peg3 promoter: Peg3 promoter-driven luciferase inhibitors, primary screen, cell-based, HeLa, luciferase luminescence. 360,000 tested, 1.7% active. HeLa PEG-Prom luciferase reporter, overnight. inhibition, % at 20 µM. AID 588405, 2011;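 active means inhibition of at least 50% at 20 µM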
NR2E3 ag-2: inhibitors of NR2E3-RetCOR corepressor binding, primary screen, NR2E3 agonist project, biochemical, TR-FRET, GST-NR2E3, biotin-RetCOR; Photoreceptor-specific nuclear receptor (Homo sapiens), Q9Y5X4; 1536-well; inhibition of corepressor binding, % at 4.78 µM; 320,000 tested, 0.12% active; AID 2300, 2010;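 active means percent inhibition above the cutoff of mean plus 3 SD of all tested compounds, set per screening campaign, cut at about 20% in these data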;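 further: 0% = DMSO wells and 100% = biotin wells as full block of FRET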
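Test system – NR2E3–RetCOR corepressor complex · Quantity – NR2E3 fusion 1.35 nM · Buffer or medium – Tris pH 7.5 · Incubation – Compound–protein incubation for 5 h at 4 °C · Technique – TR-FRET, Eu(K)-anti-GST donor, streptavidin-D2 acceptor, ex 340, em 617/671 nm · Evaluation – percent inhibition of 671/617 nm emission ratio versus biotin and DMSO controls · Plate – 1536-well format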
CaV13 FRET inh: Primary screen for inhibitors of IQ motif and Ca2+-dependent inactivation inhibitor domain binding in CACNA1D, Förster resonance energy transfer in living cells, … | HEK cells, CFP/YFP FRET ICDI-IQ, plate reader, 10 min; percent FRET-ratio fall versus neutral wells | inhibition, % at 12.3 µM | 340,000 tested, 0.098% active;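 active means mean replicate inhibition of at least 30% and at least 1% of replicates passing that level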;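 further: 0% = median of the neutral control wells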
PDI inh: inhibitors of human PDI, primary screen, biochemical, turbidity, single point, plate reader. Protein disulfide-isomerase (Homo sapiens), P07237. PDI insulin aggregation turbidity, A650, 90 min. inhibition, % at 10 µM. 350,000 tested, 0.052% active. AID 588391, 2011;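 active means mean inhibition across replicates of 30% or more, whatever share of single replicates reach that level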;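 further: absorbance from insulin aggregation driven by PDI reduction with DTT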
Target sequence (P07237 whole entry, looked up): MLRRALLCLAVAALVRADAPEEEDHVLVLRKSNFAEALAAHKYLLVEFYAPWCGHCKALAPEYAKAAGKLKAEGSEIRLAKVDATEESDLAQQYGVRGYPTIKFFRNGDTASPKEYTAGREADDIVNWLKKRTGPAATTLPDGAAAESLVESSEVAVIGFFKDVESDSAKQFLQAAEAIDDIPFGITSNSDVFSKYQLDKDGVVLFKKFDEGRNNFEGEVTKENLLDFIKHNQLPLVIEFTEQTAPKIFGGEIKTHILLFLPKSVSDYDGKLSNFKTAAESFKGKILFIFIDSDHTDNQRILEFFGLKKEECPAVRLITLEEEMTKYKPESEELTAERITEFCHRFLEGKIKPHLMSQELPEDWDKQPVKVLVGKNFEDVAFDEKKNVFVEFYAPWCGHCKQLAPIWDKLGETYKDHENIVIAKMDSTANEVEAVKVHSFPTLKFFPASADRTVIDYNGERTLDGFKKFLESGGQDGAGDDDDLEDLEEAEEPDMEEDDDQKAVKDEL
The depositor's hits bear a star; x = no result given. No enrichment for hits. About 3.9% of those tested had a hit in this group.

SMILES	HTR2A ag	TRPM1 prom inh	H9c2 protect	hiPSC survival	HIF-2a block	NR2E3 ag-1	Shn3 3UTR inh	Peg3 promoter	NR2E3 ag-2	CaV13 FRET inh	PDI inh
Cc1ccccc1C(=O)NCC(c1ccco1)N1CCc2ccccc2C1 (stereo not given)	3	-3	-1	0.7	11	2	-4	10	2	-5	2
Cc1cc(C)nc(NNC(=O)c2ccccc2O)n1	-3	5	3	-1.1	-9	-9	1	-10	-3	-18	21
O=S(=O)(c1cccc2nsnc12)N1CCN(c2ccc(F)cc2)CC1	-2	3	10	-0.8	21	5	-9	20	1	-3	-1
CC(=O)NC1(c2ccccc2)CCN(c2nc(C)cc(C)n2)CC1	-2	3	5	-0.7	8	3	1	7	-1	-1	2
Cc1nc2ccccc2nc(C)c1=NOCc1ccccc1Cl	-3	7	-7	2.0	-10	-116	-8	17	6	-15	1
CCn1nnc2cc(C(=O)OCC(=O)N(C)Cc3cccc(F)c3)ccc21	-4	-1	6	-1.6	0	7	-6	2	x	-5	7
COCCN1Cc2cccc(C(=O)NCc3cccs3)c2C1=O	4	-13	-7	-2.9	8	18	13	20	-1	-4	-7
O=C(Nc1ccccc1C(=O)N1CCCCCC1)c1cccc(S(=O)(=O)N2CCOCC2)c1	-3	-6	0	2.0	22	12	0	27	x	x	8
CCCCCOC(=O)c1[nH]c2c(c1C)C(=O)C(C(=O)OC)C(C)C2 (stereo not given)	-1	-70	-9	-1.3	-250	-62	x	-167	1	-1	-9
Cc1cc(N/C=C(\C#N)S(=O)(=O)c2ccc(Cl)cc2)nc(C)n1	2	12	-8	-0.7	20	9	4	9	0	-4	3
CCN(CC)CCC(c1ccc2c(c1)OCO2)c1c(O)cc(OC)cc1OC (stereo not given)	-4	-5	14	-3.6	0	14	-9	-17	2	-5	-2
COc1ccc(Cc2c(C(C)(C)C)nc3ccc(Cl)cn23)c(C)c1	8	x	-7	-0.5	-9	-9	-9	-11	x	-5	x
CCOC(=O)C1=CCN(S(=O)(=O)c2ccccc2C)C1c1ccc(Cl)c(Cl)c1 (stereo not given)	-5	x	-1	-3.0	23	8	-7	39	x	-6	x
CCC1CN(C(=O)NCc2ccccc2)c2ccccc2O1 (stereo not given)	-9	5	2	-0.4	12	-7	1	-6	x	-21	-4
CCC(CC)C(=O)N(C)c1c(C)nc2c(OCC3CCCCC3)cccn12	3	x	-2	-0.9	10	22	-14	15	x	-5	2
CN(C(=O)c1cccc(NC(=O)Cc2cccc(NC(=O)C3CCN(C(=O)C4CCCC4)CC3)c2)c1)C1CCC1	-5	15	-7	2.0	7	-30	-4	5	x	-6	12
NS(=O)(=O)c1ccc(NC(=O)COC(=O)c2cccc(S(=O)(=O)N3CCCC3)c2)cc1	3	-6	3	-0.2	-5	2	-3	4	1	-6	1
CCCSc1cc(=O)n(-c2ccc(F)cc2)nc1C(=O)OCC	-11	11	-4	-3.4	4	4	24	9	3	-3	-5
Cc1ccc(NC(=O)C2CCN(C(=O)c3ccc(F)cc3)CC2)nc1	-9	8	-3	1.4	8	11	2	8	-7	-6	-2
Cc1nnc(SCC(=O)c2c[nH]c3ccccc23)n1C1CC1	5	29	6	-0.2	-27	-2	-25	-12	1	-2	6
O=C(CC1Oc2ccc(Cl)cc2NC1=O)NC1CCCCCC1 (stereo not given)	-1	1	-1	2.1	9	-23	4	18	-5	-1	x
COC(=O)C1=CO[C@@H](OC2OC(CO)C(O)C(O)C2O)[C@@H]2C(CO)=CC[C@H]12 (stereo not given in full)	7	1	5	-1.0	7	15	-13	-1	1	-12	2
Nc1ccccc1Sc1c[nH]c2ccccc12	0	17	-6	-0.4	-99	-39	4	-21	-2	-2	3
COc1ccccc1CCN1CCCC(CN(C)C(=O)CCC(=O)N(C)C)C1 (stereo not given)	-5	15	4	-0.2	13	-16	5	-16	0	-5	-5
O=c1[nH]c2ccc(NCc3ccccc3OCc3ccc(Cl)cc3)cc2[nH]1	-8	-43	-7	-0.4	-51	-22	58	-109	1	0	-3
COc1ccc(/C=N/OC(=O)c2ccc(Cl)cc2)c(Cl)c1OC	0	x	0	-0.3	8	13	-1	8	-2	1	2
Cc1nnc(NC(=O)CCn2cnc3ccccc3c2=O)s1	3	5	0	0.5	19	-31	-7	-4	-1	-4	1
CC1CCCN(c2nc3ccccc3nc2C(C#N)S(=O)(=O)c2cccs2)C1 (stereo not given)	1	-4	-15	-2.2	-22	-8	2	6	5	-4	-2
Cn1cc(C(=O)c2ccc(Cl)cc2Cl)cc1C(=O)NN	-7	6	-8	-0.5	17	-22	-7	4	-1	-4	1
CC1(C)N(OCc2ccccc2)C(=O)C(=O)N(OCc2ccccc2)C1(C)C	0	4	-3	-1.9	-4	-5	2	6	0	-8	-2
C#CCCc1cscc1/C=[N+](\[O-])c1ccc(C(=O)OCC)cc1	1	-32	0	-0.2	-195	-25	-55	-187	3	-4	-1
CS(=O)(=O)c1ccc(NC(=O)c2ccccc2-n2cnnn2)cc1	-3	5	4	-0.6	6	6	9	-1	-1	-15	-5
O=C(NNC(=O)c1cccc2ccccc12)c1ccc(F)cc1	-1	-1	0	1.9	-81	-9	-1	-40	x	-11	-4
COc1ccc(-c2cc(C)nc(SCC(=O)c3cccc([N+](=O)[O-])c3)n2)cc1	2	6	10	-1.0	-3	8	-9	11	1	-7	10
CCOC(=O)CCc1c(C)nc2cc(-c3ccc(Cl)cc3)[nH]n2c1=O	3	-9	-1	0.4	-5	-36	-18	-101	-1	x	5
O=C(Cn1cnc([N+](=O)[O-])n1)NCCO	2	0	11	0.0	6	-1	4	1	3	-2	x
O=C(C[C@H]1C(=O)N(C2CCCCC2)C[C@@H]1c1ccccc1)Nc1ccc(Br)cc1	-1	x	-9	-0.5	-15	-7	-3	8	x	-8	1
COc1ccc(CN2CCN(C(=O)CCC(=O)Nc3nnc(C(C)C)s3)CC2)cc1F	10	11	-4	-0.4	12	6	12	5	-2	-2	3
COc1ccc(/C(C)=N/NC(=O)CNC(=O)/C=C/c2ccccc2OC)cc1	-4	16	-2	-0.4	3	7	20	4	0	-2	-15
Cc1ccc(S(=O)(=O)N2CCN(C)CC2)cc1-c1nnc2c3ccccc3c(C)nn12	-2	-2	9	-1.2	6	5	47	7	4	-4	2
COc1ccc(NC(=O)c2cccnc2Cl)c(S(=O)(=O)N2CCOCC2)c1	1	5	8	3.6	18	-14	-29	17	0	-4	2
CN(C)S(=O)(=O)c1cccc(NC(=O)COC(=O)C2CCN(C(=O)c3ccc(F)cc3)CC2)c1	-5	-7	7	0.4	12	-37	8	9	5	-6	-2
C=CCNC(=O)c1ccc(OC2CCN(S(=O)(=O)N(C)C)CC2)cc1	2	-36	-1	-0.3	-141	-58	-34	-89	0	-2	9
COc1ccc(Nc2nc(OC)nc(N3CCOCC3)n2)cc1	2	1	7	0.3	8	-8	-12	1	0	-15	-9
COc1ccc(-c2nnc3ccc(SCC(=O)N4CCN(c5ccccc5)CC4)nn23)cc1	2	3	21	0.7	10	-21	-17	22	x	-5	1
Cc1ccc2nc(-c3ccccn3)cc(C(=O)NCCc3ccc(F)cc3)c2c1	-1	8	8	-0.3	2	-5	15	30	1	x	-2
Cc1cc(C(=O)NNC(=S)NCc2ccccc2)no1	13	8	2	0.7	12	-14	7	8	x	x	7
COc1ccc(C)cc1-n1nnnc1SCC(=O)NC1CCCC1	-2	9	0	-0.3	-2	14	-6	10	x	-6	-10

A few values from above.
`CC1CCCN(c2nc3ccccc3nc2C(C#N)S(=O)(=O)c2cccs2)C1` (stereo not given) – Shn3 3UTR inh = 2
`Cc1ccc2nc(-c3ccccn3)cc(C(=O)NCCc3ccc(F)cc3)c2c1` – H9c2 protect = 8

The results go on.
SMILES	HTR2A ag	TRPM1 prom inh	H9c2 protect	hiPSC survival	HIF-2a block	NR2E3 ag-1	Shn3 3UTR inh	Peg3 promoter	NR2E3 ag-2	CaV13 FRET inh	PDI inh
COC(CNC(=O)c1ccc(N2CCCC2=O)cc1)OC	0	2	0	4.7	-5	-7	-29	0	5	-4	-5
COc1ccccc1CNC(=O)COC(=O)/C=C/c1ccc2ccccc2n1	4	-8	5	0.6	-58	6	-38	-54	x	-5	3
CC1CCC(NC(=O)C2CCN(c3nc4ccccc4s3)CC2)CC1 (stereo not given)	6	12	-6	-0.5	7	-32	11	-9	2	-4	6
CC1=CC(C/C(C)=C/COc2ccc3ccc(=O)oc3c2)OC1=O (stereo not given)	-2	-11	3	1.3	-71	-33	-9	-37	1	x	x
CC1(C(=O)Nc2cnc3ccccc3c2)CCN1C(=O)CCc1ccccc1 (stereo not given)	-3	x	5	0.2	-11	0	14	0	x	-5	13
COC(=O)CSc1nnc(CNc2ccc(Cl)cc2)n1Cc1ccccc1	1	12	-11	0.3	-7	-9	9	1	1	x	-8
Cc1ccc(C(=O)Nc2cnc3ccccn3c2=O)cc1	10	-43	-4	-0.6	-185	-20	-72	-209	-2	-5	9
CCOC(=O)c1sc(/N=C/c2c(O)ccc3ccccc23)cc1C	7	2	12	-1.0	-120	-10	0	-20	4	-3	5
CCCNC(=O)c1cc(C2CCCCN2S(=O)(=O)c2ccccc2)on1 (stereo not given)	9	x	0	2.5	-5	-7	-2	-8	x	-4	-2
COc1cc(/C=C/C(=O)O)cc(S(=O)(=O)Nc2ccc(S(=O)(=O)N3CCCCC3)cc2)c1OC	0	14	0	-0.5	2	4	-8	0	x	-6	-1
CCN(CC)c1c(C)nc2ccc(C(=O)Nc3cc(-c4ccccc4)ccc3OC)cn12	-12	x	2	-0.8	3	-23	1	28	x	-5	-1
COc1ccc2c(c1)OC[C@H]1[C@H]2N2C(=O)CN(Cc3ccc(C)cc3)C(=O)[C@@]2(C)[C@H]1c1ccccc1	3	-2	1	2.4	15	-36	6	25	0	-5	3
COc1ccc(N2C(=O)CCC(C(=O)NCc3cccnc3)C2c2ccc(OC)c(OC)c2)cc1 (stereo not given)	3	-3	0	2.1	11	-1	-1	6	3	-4	-9
O=C(OCC(=O)N1CCOCC1)c1ccc(Cl)cc1[N+](=O)[O-]	5	-9	0	-0.6	-27	-21	-15	-16	2	-3	-8
